# MRP reversal: reversal of MRP1-mediated doxorubicin resistance, primary screen, H69AR cells, doxorubicin co-treatment; H69AR cells + 2 uM doxorubicin, CellTiter-Glo, 72 h; differential viability (reversal), % at 10 µM; actives 0.04% (n = 85,000); AID 602, 2007;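 active = viability drop by adding the cancer drug above about 55%, with treated viability meeting a 40% cutoff, limit read from the data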;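 also: viability without doxorubicin minus viability with 2 µM doxorubicin for each compound; larger differential means the compound sensitizes cells more to doxorubicin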
# Bcl-B TR3 displacers: displacers of TR3 peptide from Bcl-B, primary screen, selectivity assay for Bfl-1 inhibitor project, biochemical, fluorescence polarization; Bcl-2-like protein 10 (Homo sapiens); AID 748, 2007; actives 0.11% (n = 96,000); displacement, % at 20 µM; hits with a dose series show IC50 in µM; FP displacement of FITC-TR3 peptide from Bcl-B; higher % means a stronger effect;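 active = displacement above 50% at 20 µM plus a fluorescence interference ratio under 1.5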;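 also: plate controls were wells without compound for no effect and wells lacking Bcl-B protein for full effect; a part of the inactive calls stands beside numbers as strong as those of hits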
# NFkB transloc inh: inhibitors of IL-1B driven NFkB p65 nuclear import, primary screen, imaging, HUVEC, IL-1B stimulus, high-content imaging | HUVEC IL-1B NFkB p65 nuclear translocation imaging | inhibition, % at 2 µM | actives 0.43% (n = 94,000);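 active = inhibition above about 30% together with a positive call from visual inspection of the well image, limit read from the data; inconclusive = inhibition above a set limit but visual check negative; inactive = inhibition not above a set limit, visual check negative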;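 also: nuclear over cytoplasmic p65 intensity ratio measured by imaging; 0% = IL-1B stimulated DMSO wells and 100% = unstimulated DMSO wells; values of inactives mirror those of a sister screen read the other way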
# NFkB transloc pot: enhancers of NFkB p65 translocation in HUVEC – imaging, IL-1B stimulus, high-content imaging, primary screen | HUVEC IL-1B NFkB p65 nuclear translocation imaging | activation, % at 2 µM | actives 0.3% (n = 94,000) | AID 819, 2007;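 active = activation above 40%, about the mean plus 3 SD, also judged a hit on visual image review; inconclusive = activation above 40% but not a hit on visual review; inactive = activation not above 40% and no visual hit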;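 also: percent activation is computed from the nuclear over cytoplasmic p65 intensity ratio; values of inactives mirror those of a sister screen read the other way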
# PLAP inhibition: PLAP enzyme inhibitors, biochemical, luminescence, HTS (AID 690); purified PLAP, luminescent substrate; higher % means a stronger effect; Alkaline phosphatase, placental type (Homo sapiens); actives 0.08% (n = 96,000); inhibition, % at 20 µM; hits with a dose series show IC50 in µM; in the data active = a potency from the dose series; inactive = the rest, 99 in 100 with inhibition below about 30%; also: strong numbers were not always called active
# MRP reversal cytotoxicity: also measured in MRP reversal; calls as there; viability, %; H69AR cells, CellTiter-Glo, 72 h; measured here: cytotoxicity without doxorubicin
# MRP reversal with doxorubicin: recorded beside MRP reversal, whose call it bears; viability, %; measured here: viability with 2 uM doxorubicin; stronger effect = lower value
# NFkB transloc inh cell count 2 µM: also measured in NFkB transloc inh; calls as there; cell count; measured here: cells passing quality filter;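 raw number of nuclei counted in each imaged well without normalization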
# NFkB transloc pot cell count 2 µM: second read-out of NFkB transloc pot, no call of its own (marks repeat the call); cell count; measured here: cells passing quality filter
# The depositor's hits bear a star; ? = inconclusive; . = no result given. These rows are one share of the data; rates above refer to the full screens.
SMILES,MRP reversal,MRP reversal cytotoxicity,MRP reversal with doxorubicin,Bcl-B TR3 displacers,NFkB transloc inh,NFkB transloc inh cell count 2 µM,NFkB transloc pot,NFkB transloc pot cell count 2 µM,PLAP inhibition
CCCOc1ccc(C(=O)C(c2ccccc2)N2CCOCC2)cc1 (configuration not stated),11,95,85,-2%,-13,90,13,90,-75%
O=C(O)Cc1ccc(NC(=O)C2CCCCC2C(=O)O)cc1 (configuration not stated),2,102,100,0%,4,114,-4,114,-9%
O=C(Nc1cc(S(=O)(=O)N2CCOCC2)ccc1Cl)C(=O)c1c(-c2ccccc2)cc2ccccn12,3,102,98,-22%,3,195,-3,195,-28%
CCCOc1c(Cl)cc(C(=O)Nc2ccc3c(c2)OCO3)cc1OCC,.,.,.,7%,5,138,-5,138,27%
COC(=O)c1cc2n(n1)CCN(Cc1ccc(F)cc1)C2=O,.,.,.,-3%,3,108,-3,108,-16%
COc1ccc(-n2c(COc3ccc(C)cc3)nnc2SCC(N)=O)cc1,-3,91,94,-8%,-5,49,5,49,-1%
CCSc1nc2ccccc2n1C(=O)Oc1ccccc1,-1,90,91,.,4,72,-4,72,.
COC(=O)c1[nH]c2ccc(C)cc2c1NC(=O)Nc1ccc(OC)cc1,.,.,.,-3%,-9,131,9,131,-14%
C=CCOC(=O)C1=C(C)Nc2nnnn2C1c1cccs1 (configuration not stated),-31,42,73,3%,-9,174,9,174,4%
Cc1c(NC(=O)C2CC(c3c(F)cccc3Cl)=NO2)c(=O)n(-c2ccccc2)n1C (configuration not stated),5,91,86,-3%,-8,118,8,118,-5%

# Three entries picked at random from the list so far:
SMILES,MRP reversal,MRP reversal cytotoxicity,MRP reversal with doxorubicin,Bcl-B TR3 displacers,NFkB transloc inh,NFkB transloc inh cell count 2 µM,NFkB transloc pot,NFkB transloc pot cell count 2 µM,PLAP inhibition
C=CCOC(=O)C1=C(C)Nc2nnnn2C1c1cccs1 (configuration not stated),-31,42,73,3%,-9,174,9,174,4%
Cc1c(NC(=O)C2CC(c3c(F)cccc3Cl)=NO2)c(=O)n(-c2ccccc2)n1C (configuration not stated),5,91,86,-3%,-8,118,8,118,-5%
CCSc1nc2ccccc2n1C(=O)Oc1ccccc1,-1,90,91,.,4,72,-4,72,.

# (cont.)
SMILES,MRP reversal,MRP reversal cytotoxicity,MRP reversal with doxorubicin,Bcl-B TR3 displacers,NFkB transloc inh,NFkB transloc inh cell count 2 µM,NFkB transloc pot,NFkB transloc pot cell count 2 µM,PLAP inhibition
Cc1ccc(NC(=O)c2noc3c2CCCCC3)cc1C,12,104,91,-5%,.,.,.,.,8%
COc1ccc(OCCNc2cc(N3CCOCC3)ccc2[N+](=O)[O-])cc1,.,.,.,-2%,2,151,-2,151,6%
COc1ccc(C(=O)c2ccccc2)cc1Br,.,.,.,2%,-12,158,12,158,4%
CCN1CCN(C(C)C(=O)Nc2c(C)n(C)n(-c3ccccc3)c2=O)CC1 (configuration not stated),0,88,88,9%,-6,166,5,166,8%
C/C(=N/NS(=O)(=O)c1ccc(F)cc1)c1ccc(NC(=O)c2ccc(C)o2)cc1,.,.,.,2%,9,133,-9,133,-31%
Cc1nn(Cc2ccc(C(=O)N3N=C(C(F)F)CC3(O)C(F)F)cc2)c(C)c1[N+](=O)[O-] (configuration not stated),.,.,.,2%,4,190,-4,190,-15%
CCOc1ccccc1NC(=O)Cn1c(C)cc(COC)c(C#N)c1=O,12,87,75,2%,-42,185,?,.,-6%
CCOCCn1c(SCc2c(F)cccc2Cl)nc2c1c(=O)[nH]c(=O)n2C,4,80,76,-7%,-20,146,20,146,26%
Cc1sc(NC(=O)c2ccco2)c(C(c2cccnc2)N2CCC(C)CC2)c1C (configuration not stated),6,83,77,-1%,2,160,-2,160,-66%
Cc1ccccc1-n1nc2c(c1NC(=O)c1cccc(F)c1)CS(=O)C2 (configuration not stated),-36,65,101,6%,8,197,-8,197,-40%
O=C(CSCc1ccccc1)NC1CCSC1=O (configuration not stated),.,.,.,-8%,1,125,-1,125,-6%
O=C(NCCO)c1ccc2[nH]c3c(c2c1)CCCC3,11,103,92,6%,-2,128,2,128,8%
COc1cccc(C2CC(c3ccccc3Cl)Nc3ncnn32)c1 (configuration not stated),-21,41,62,.,3,144,-3,144,.
CCN(CCCNS(=O)(=O)c1ccc2c(c1)CCN2C(C)=O)c1cccc(C)c1,22,101,79,-50%,1,46,-1,46,-51%
O=C(c1ccccc1F)N1CCC(O)(c2cccnc2)CC1,1,92,92,-3%,-13,105,13,105,11%
CCC(=O)/C=C1\Sc2ccc(OC)cc2N1CC,11,93,82,6%,21,126,-21,126,7%
COc1ccc(C(c2nnnn2C(C)(C)C)N2CCN(c3nc4ccccc4s3)CC2)cc1OC (configuration not stated),52,82,30,-2%,.,.,.,.,-69%
COc1ccc(N(CC(=O)NC2CCCCC2)C(=O)CNC(=O)c2ccco2)cc1OC,8,105,97,.,5,58,-5,58,.
COc1ccc(Cl)cc1Nc1nc(N2CCCC2)nc(N2CCCC2)n1,18,98,80,-2%,.,.,.,.,-20%
Cc1ccc(CNC(=O)c2cc3c(=O)n4ccccc4nc3n(CC3CCCO3)c2=N)cc1 (configuration not stated),-12,43,55,-3%,.,.,.,.,-37%
COC(=O)C(C)N(c1ccc(C)cc1)S(=O)(=O)c1c(C)[nH]c(=O)[nH]c1=O (configuration not stated),-3,80,83,8%,.,.,.,.,-12%
Cc1cnc(C(=O)Nc2ccccc2-c2nnn(CC(=O)NC3CCCC3)n2)cn1,0,49,49,-28%,-22,118,22,118,-19%
COc1ccccc1COC(=O)Nc1c(C)nn(C)c1Cl,.,.,.,-7%,2,136,-2,136,12%
O=C(CN1CCCN(Cc2ccc(F)cc2Cl)C1=O)NC1CCCCCCC1,8,86,78,-5%,-8,156,8,156,7%
FC(F)(F)c1cccc(NCc2cn3cccnc3n2)c1,11,93,82,2%,-4,129,4,129,12%
CCc1nnc(NC(=O)CSc2nnc(CCc3nc4ccccc4[nH]3)n2C)s1,-4,94,98,4%,4,56,-4,56,-16%
COc1ccc(C)cc1NC(=O)CCC(=O)Nc1ccc2nc(N3CCN(C)CC3)cc(C)c2c1,3,72,69,18%,.,.,.,.,-72%
O=C(CN1C(=O)CCC1=O)Nc1nc2c(F)cc(F)cc2s1,-5,97,102,.,-1,210,1,210,.
COc1ccc(-c2csc(Nc3ncccc3C)n2)cc1OC,-2,78,80,-8%,-19,77,19,77,0%
C=CCc1c(C)nc(C)nc1N/N=C/c1ccccc1,15,98,83,-3%,-10,105,10,105,-49%
Cc1ccccc1Cn1ccc(NC(=O)c2cnn3c2NC(c2ccccc2)CC3C(F)(F)F)n1 (configuration not stated),8,80,72,0%,-27,160,27,160,-72%
C=CCn1sc(=N)c(C#N)c1N,3,89,86,2%,.,.,.,.,-4%
Cc1sc2ncnc(Sc3nnnn3-c3ccccc3)c2c1C,0,1,1,-13%,16,160,-16,160,2%
CCCCOC(=O)c1c(C)oc2ccc(NS(=O)(=O)c3ccc4c5c(cccc35)C(=O)N4)cc12,1,80,79,12%,5,171,-5,171,-75%
O=C(NN=C1C2CC3CC(C2)CC1C3)c1ccncc1,.,.,.,-10%,-2,162,2,162,22%
Cc1ccc([N+](=O)[O-])cc1N/C=C1\CCc2ccccc2C1=O,.,.,.,-3%,7,89,-7,89,-2%
O=C(O)c1cc(-c2ccncc2)nc2ccc(S(=O)(=O)N3CCOCC3)cc12,-25,88,113,2%,-8,129,8,129,6%
O=C(CSc1ccccc1)N1CCc2ccccc21,-15,87,102,-16%,-12,181,12,181,37%
CC(=O)Nc1ccn(Cc2c(F)cccc2Cl)n1,8,99,91,4%,4,137,-4,137,-14%
CCc1nnc(NC(=O)CN2CCN(c3ccccc3OC)CC2)s1,.,.,.,-1%,4,124,-4,124,-23%
O=C(Cn1c(=O)oc2cc(S(=O)(=O)N3CCCCCC3)ccc21)NC1CCCCC1,11,103,92,6%,-1,176,1,176,-2%
Cc1cccc(C(=O)c2ccccc2C(=O)O)c1O,4,77,72,6%,-9,130,9,130,-22%
O=C(O)CCCC(=O)Nc1ccc(C(=O)N2CCCCC2)c(Cl)c1,13,90,77,-1%,4,179,-4,179,-4%
CC(C)OC(=O)CC(=O)CSc1nc2c(cc1C#N)CCC2,-20,24,44,-2%,-3,183,3,183,3%
O=C(NC1CCN(S(=O)(=O)c2ccccc2)CC1)C1CCCCC1,-8,95,103,.,-17,138,17,138,.
CN(CCCNC(=O)COc1cc(=O)n(C)c2ccccc12)Cc1ccccc1,7,81,75,8%,12,113,-12,113,-35%
CCOC(=O)N1CCN(C(=O)CSc2nnc(CNC(=O)c3ccccc3F)o2)CC1,10,88,78,-6%,5,189,-5,189,13%
CN(C)c1nc(N2CCN(c3ccc(F)cc3)CC2)c(C#N)c(=O)o1,.,.,.,-5%,2,137,-2,137,-26%
CCCCC1CCC(C(=O)NC2CCS(=O)(=O)C2)CC1 (configuration not stated),-13,87,100,.,13,84,-13,84,.
Cc1cc2c(=O)n(Cc3ccco3)c(SCC(=O)N3CCCc4ccccc43)nc2s1,9,62,54,6%,-24,132,24,132,10%
# (continued)
SMILES,MRP reversal,MRP reversal cytotoxicity,MRP reversal with doxorubicin,Bcl-B TR3 displacers,NFkB transloc inh,NFkB transloc inh cell count 2 µM,NFkB transloc pot,NFkB transloc pot cell count 2 µM,PLAP inhibition
Cc1nnc(NC(=O)CSc2nnnn2Cc2ccccc2)s1,21,101,80,-6%,-4,112,4,112,-8%
CC(=O)Nc1sc(NC(=O)c2ccc(Cl)cc2)nc1-c1cccs1,.,.,.,12%,-6,145,6,145,-2%
COC(=O)c1cc(-c2c(C)oc3cc(OC(C)C)ccc3c2=O)c(C)o1,13,84,71,-4%,.,.,.,.,-62%
O=C(CN1C(=O)CC(c2ccccc2)=Nc2ccccc21)NCc1ccco1,-6,92,98,-3%,-8,154,8,154,12%
CS(=O)(=O)N(Cc1cc2ccccc2[nH]c1=O)C1CCCCC1,-10,88,98,1%,-3,116,3,116,-1%
CCOc1cc(N2CCOCC2)c(OCC)cc1NC(=O)c1ccc(=O)n(Cc2ccccc2)n1,-4,58,62,7%,.,.,.,.,-14%
CCOCCc1nnc(NC(=O)COC)s1,13,101,87,-2%,1,20,-1,20,6%
O=C(c1ccco1)N1CCN(C(=O)c2cc(-c3ccccc3)nc3ccccc23)CC1,-6,68,75,6%,-1,167,1,167,-32%
CC(C)CC(C(=O)Nc1ccc2c(c1)OCCO2)N1C(=O)c2ccccc2C1=O (configuration not stated),6,93,87,-5%,-2,173,2,173,12%
CCCc1[nH]nc2c1C(c1cc(OC)ccc1F)C(C#N)=C(N)O2 (configuration not stated),.,.,.,2%,0,117,0,117,-74%
COc1cccc(C2CC(c3ccc(C)cc3)n3nc(N)nc3N2)c1 (configuration not stated),0,100,99,-1%,.,.,.,.,-32%
CCc1ccc(-n2nc3ccc(NC(=O)c4ccc5c(c4)OCO5)cc3n2)cc1,-3,20,23,-1%,-2,63,2,63,28%
CC(NC(=O)c1cc2sccc2n1C)c1ccc2c(c1)OCCO2 (configuration not stated),.,.,.,-1%,12,68,-13,68,-56%
COc1ccc2cc3c(N)nn(C(=O)Cc4ccc(Cl)cc4)c3nc2c1,-25,62,87,2%,9,69,-9,69,-3%
CCOC(=O)c1ccc(NC(=O)CN2C(=O)CNC2=O)cc1,.,.,.,.,-9,173,9,173,.
C=CCc1c(C)nc(SC)nc1Nc1ccc(C(=O)O)cc1,2,78,76,-4%,6,141,-6,141,-7%
Cn1c(NCc2ccco2)nc2c1c(=O)n(Cc1ccc(Cl)cc1)c(=O)n2C,3,94,91,0%,-21,116,21,116,2%
CCOC(=O)CSc1snnc1C,.,.,.,.,6,141,-6,141,.
COc1ccc(N(C(=O)c2ccco2)S(=O)(=O)c2cc(OC)ccc2OC)cc1,-24,76,101,-5%,0,120,0,120,-29%

# Screening results deposited in PubChem BioAssay by several laboratories.
